ABHD5-PLIN5 inh = ABHD5-PLIN5 interaction inhibitors, primary screen, cell lysate, split luciferase complementation, luminescence; Perilipin-5 (Homo sapiens) + 1-acylglycerol-3-phosphate O-acyltransferase ABHD5 (Homo …; Split G. princeps luciferase complementation, 4 h; inhibition, % at 4 µM; 0.78% of 360,000 active;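 active = inhibition above the mean inhibition across every tested compound plus 3 SD, cut at about 22% in these data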;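 note: 0% = DMSO only wells and the 100% control is not disclosed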
Target sequence (Q00G26 whole entry, looked up): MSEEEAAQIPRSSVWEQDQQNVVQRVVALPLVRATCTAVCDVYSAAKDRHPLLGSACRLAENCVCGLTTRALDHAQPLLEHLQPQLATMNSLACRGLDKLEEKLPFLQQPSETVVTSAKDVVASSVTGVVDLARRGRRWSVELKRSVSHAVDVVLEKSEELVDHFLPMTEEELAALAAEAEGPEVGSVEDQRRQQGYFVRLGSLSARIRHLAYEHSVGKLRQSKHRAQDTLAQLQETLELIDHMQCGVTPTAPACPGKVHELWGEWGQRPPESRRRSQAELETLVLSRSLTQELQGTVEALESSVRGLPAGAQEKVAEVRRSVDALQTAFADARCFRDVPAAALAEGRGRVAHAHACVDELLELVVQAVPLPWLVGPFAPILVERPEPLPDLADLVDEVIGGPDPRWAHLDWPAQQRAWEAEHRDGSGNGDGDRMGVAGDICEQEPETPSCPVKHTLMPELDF
Target sequence (Q8WTS1 whole entry, looked up): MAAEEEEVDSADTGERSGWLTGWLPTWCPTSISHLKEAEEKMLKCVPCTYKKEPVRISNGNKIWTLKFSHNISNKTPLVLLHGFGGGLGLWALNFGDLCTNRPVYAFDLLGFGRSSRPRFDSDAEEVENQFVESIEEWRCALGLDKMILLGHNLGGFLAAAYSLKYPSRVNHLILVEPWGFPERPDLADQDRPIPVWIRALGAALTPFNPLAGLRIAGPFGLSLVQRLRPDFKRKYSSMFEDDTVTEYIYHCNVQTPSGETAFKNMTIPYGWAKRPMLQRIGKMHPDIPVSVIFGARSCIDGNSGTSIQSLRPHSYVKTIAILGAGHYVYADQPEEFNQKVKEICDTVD
ABCB6 inh MLPCN = ABCB6 transporter inhibitors, primary screen, K562-ABCB6 cells, flow cytometry, MLPCN library. ATP-binding cassette sub-family B member 6 (Homo sapiens), Q9NP58. K562-ABCB6 porphyrin accumulation, 1 h; hits give low values. fluorescence ratio to DMSO, % at 10 µM. 0.19% of 360,000 active;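 active = fluorescence ratio to DMSO below 75%, the collection mean minus 3 SD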;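 note: signal is porphyrin accumulated inside mitochondria; 100% equals median channel fluorescence of DMSO control wells; lower ratio means ABCB6 inhibition with less porphyrin fluorescence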
hiPSC survival = enhancers of single-cell hiPSC survival, primary screen, ATPlite luminescence. 100% = ROCK inhibitor wells, 0% = DMSO. survival enhancement, % at 20 µM. 0.044% of 360,000 active. AID 602274, 2012; in the data active = survival enhancement above about 18%;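 note: cells exposed to compounds for 16 hours before the ATP read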
N-glyco inh = increase of ERlucT glycosylation luciferase signal, primary screen, N-linked glycosylation inhibitor project, D54 ERlucT cells, luminescence, set 2; reporter increase, % at 12.5 µM; 0.23% of 360,000 active; D54 ERlucT glycosylation luciferase reporter, 24 h; percent of 100 nM tunicamycin response;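 active = mean luciferase reporter signal, scaled so untreated is 0 and the glycosylation-blocking control 100, at or above a set limit in every replicate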;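 note: luciferase carries N-glycosylation sites so blocking glycosylation raises the light; 0% = median of neutral control wells and 100% = median of 100 nM tunicamycin wells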
aDG glyco up = activators of alpha-DG glycosylation, primary screen, uHTS, Pro5-aDG cells, AlphaScreen. alpha-DG glycosylation AlphaScreen (IIH6); 0% Pro5, 100% B10-LARGE cell signal. activation, % at 10 µM. 0.22% of 360,000 active. AID 624168, 2012;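 active = activation of at least 8% versus controls, or a plate z-score of at least 8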;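 note: Pro5 are CHO cells carrying HIG-tagged alpha-DG that lacks glycosylation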
MC4R antag cAMP = MC4R antagonists of cAMP signaling, primary screen, cell-based, TR-FRET, antagonist arm of biased-ligand search; MC4R-expressing cells, MTII-stimulated cAMP, LANCE TR-FRET; inhibition, % at 6.5 µM; 0.48% of 360,000 active; AID 540295, 2011;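 active = inhibition above its plate's cutoff, the mean of tested wells on that plate plus 3 SD, cut at about 29% in these data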;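 note: 0% = Melanotan II alone and 100% = Melanotan II plus saturating MCL0020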
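Assay system: U2OS cells stably expressing human melanocortin 4 receptor (MC4R) / Dosing: 6.5 µM / Timing: compound 30 min, challenge 1 h, detection 1 h / Measured by: Eu-cAMP/anti-cAMP TR-FRET, emission 671 nm / Replicates: singlicate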
H9c2 protect = cardioprotection against H2O2-induced cell death, primary screen, uHTS, H9c2 cells, ATPLite luminescence; H9c2 cardiomyocytes, H2O2 injury protection, 2 h; protection from H2O2 cell death, % at 20 µM; 0.63% of 360,000 active;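 active = compounds giving at least 50% protection of heart cells from peroxide-induced death in the single-dose screen, raw or plate-pattern-corrected value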;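 note: 0% = DMSO wells with peroxide and 100% = DMSO wells without peroxide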
MC4R barr agon = MC4R agonists recruiting beta-arrestin, primary screen, cell-based, luminescence, agonist arm of biased-ligand search; Melanocortin receptor 4 (Homo sapiens), P32245; U2OS MC4R beta-arrestin complementation; percent of melanotan II response, DMSO zero; activation, % at 8.9 µM; 0.98% of 360,000 active; AID 540308, 2011;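 active = activation above a per-plate cutoff, the mean activation of sample wells on that plate plus 3 SD, cut at about 8% in these data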
Granule exo inh = LAMP-1 surface exposure blockers, TALL-104 cells – cell-based, flow cytometry, MLPCN library, primary screen | TALL-104 LAMP-1 surface exposure; cells stimulated with thapsigargin and PMA | inhibition, % at 10 µM | 0.66% of 360,000 active;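 active = inhibition above about 55%, limit read from the data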
HTR2A ag = mouse Htr2a agonists via beta-arrestin recruitment, primary screen, cell-based, luminescence; 5-hydroxytryptamine receptor 2A (Mus musculus), P35363; CHO-K1 mHTR2A beta-arrestin complementation; percent of 30 µM serotonin response; activation, % at 7.6 µM; 0.66% of 360,000 active; AID 624169, 2012;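 active = activation above a run cutoff, the mean activation of all tested compounds plus 3 SD, cut at about 14% in these data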;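 note: 0% = plate median of compound wells and 100% = 30 µM serotonin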
Active calls of the source: *; / = not tested or not shown.

SMILES,ABHD5-PLIN5 inh,ABCB6 inh MLPCN,hiPSC survival,N-glyco inh,aDG glyco up,MC4R antag cAMP,H9c2 protect,MC4R barr agon,Granule exo inh,HTR2A ag
O=C(Nc1ccc2oc(=O)ccc2c1)c1ccccc1[N+](=O)[O-],1,96,-0.9,-1,-0.3,8,9,-1.8,-3,2
Cc1ccc(OCc2nnc(NC(=O)c3ccco3)s2)cc1,6,100,5.4,2,-0.2,19,-5,-1.4,-5,2
CCc1c(C)nc2ncnn2c1N1CCCC(C(=O)NCc2cccs2)C1 (stereo not drawn),3,89,-0.1,-1,0.0,-11,2,-3.5,-4,0
COc1ccc(OCC(=O)NNC(=O)Cc2coc3cc(OC)ccc23)cc1,5,99,2.0,0,0.0,7,5,-1.2,-6,1
c1ccc(-n2cc(CN3CCC(N4CCOCC4)CC3)c(-c3ccc4c(c3)OCO4)n2)cc1,15,94,0.5,-2,0.2,0,12,0.2,2,-3
c1coc(C2Nc3ccccc3-c3nc4ccccc4n32)c1 (stereo not drawn),5,94,0.9,-1,0.3,10,-1,-0.1,7,-7
Clc1cccc(Cc2c(-c3ccccc3)nc3ccc(Cl)cn23)c1,0,101,-1.1,0,0.0,/,1,/,2,-3
CC1CCCCN1C(=O)Cn1cc(C#N)c2ccccc21 (stereo not drawn),-3,90,4.3,0,0.1,4,17,-0.3,-1,-3

Continuation:
SMILES,ABHD5-PLIN5 inh,ABCB6 inh MLPCN,hiPSC survival,N-glyco inh,aDG glyco up,MC4R antag cAMP,H9c2 protect,MC4R barr agon,Granule exo inh,HTR2A ag
CC(NC(=O)c1ccco1)c1nc(-c2ccc(C(C)(C)C)cc2)no1 (stereo not drawn),1,95,-0.6,-4,0.5,3,-14,-1.6,9,-2
CN(c1ccccc1)S(=O)(=O)c1ccc(Cl)c(C(=O)Nc2ccc(-c3nc4ccccc4[nH]3)cc2)c1,3,98,2.8,17,0.0,3,33,-0.6,34,0
CCN(CC)CCCn1c(=S)[nH]c2cc(C(=O)OC)ccc2c1=O,-3,98,-1.0,0,0.0,0,20,0.8,-3,0
COc1ccc(OC)c(-c2csc(NC(=O)C3=NNC(=O)CC3)n2)c1,-6,97,0.7,1,-0.9,5,34,1.8,3,-1
COc1ccccc1CC(=O)Nc1cc(OC)c(NC(=O)c2ccccc2)cc1OC,-1,104,1.4,0,0.1,4,0,-1.4,7,4
CCOC1=C2CN(S(=O)(=O)c3ccc(C)cc3)[C@@H](c3ccc(CC)cc3)C[C@H]2[C@H]2C(=O)N(c3ccccc3)C(=O)[C@H]2C1,-10,100,-1.7,-3,-0.3,/,2,/,-5,1
N#Cc1ccc(-c2nc3ccc(Br)cc3c(=O)n2O)cc1,6,96,0.0,1,0.0,0,16,-0.4,-3,0
O=C(CN1C(=O)COc2ccc(Cl)cc21)N1CCOCC1,1,96,0.3,2,0.2,2,1,-1.7,0,0

Carrying on:
SMILES,ABHD5-PLIN5 inh,ABCB6 inh MLPCN,hiPSC survival,N-glyco inh,aDG glyco up,MC4R antag cAMP,H9c2 protect,MC4R barr agon,Granule exo inh,HTR2A ag
Cc1cc(C(=O)Nc2ccccn2)cs1,-8,92,-3.4,-12,-0.3,28,-9,0.9,-2,5
CC(C)(C)OC(=O)NCCCCCNC(=O)c1nc[nH]c1C(=O)NCCCCCNC(=O)OC(C)(C)C,2,87,-2.9,-4,0.1,17,16,1.2,1,-2
CCCn1c(O)c(N=NC(=O)c2cccnc2)c2cc(Br)ccc21,-6,93,1.0,3,-0.1,12,21,3.4,13,2
O=C(CCNS(=O)(=O)c1cccc2nsnc12)NCCC1=CCCCC1,-5,99,-1.2,2,0.0,1,16,-0.7,2,-6
CCOc1ccc(C(C)C)cc1S(=O)(=O)N1CCN(C(=O)c2ccco2)CC1,3,104,1.0,1,0.0,4,-3,-0.6,-3,-2
Cc1ccccc1-n1nc2c(c1NC(=O)c1ccc(S(=O)(=O)N(C)C)cc1)CSC2,2,99,2.1,-2,-0.2,5,0,-0.5,-2,2
O=C(COC(=O)c1cc(Cl)nc(Cl)c1)NC1CCCCCC1,-7,100,-1.0,2,-0.1,-1,0,-1.2,2,3
Cc1nn(Cc2ccc(F)cc2)c(C)c1NC(=O)c1noc2c1CCCCC2,0,98,-0.8,-3,0.0,4,-1,0.2,-2,5

Complete entries as entered above. Screens in order: ABHD5-PLIN5 inh | ABCB6 inh MLPCN | hiPSC survival | N-glyco inh | aDG glyco up | MC4R antag cAMP | H9c2 protect | MC4R barr agon | Granule exo inh | HTR2A ag
CC(C)(C)OC(=O)NCCCCCNC(=O)c1nc[nH]c1C(=O)NCCCCCNC(=O)OC(C)(C)C in the list: 2 | 87 | -2.9 | -4 | 0.1 | 17 | 16 | 1.2 | 1 | -2
Cc1ccccc1-n1nc2c(c1NC(=O)c1ccc(S(=O)(=O)N(C)C)cc1)CSC2 in the list: 2 | 99 | 2.1 | -2 | -0.2 | 5 | 0 | -0.5 | -2 | 2
Cc1nn(Cc2ccc(F)cc2)c(C)c1NC(=O)c1noc2c1CCCCC2 in the list: 0 | 98 | -0.8 | -3 | 0.0 | 4 | -1 | 0.2 | -2 | 5
CCOc1ccc(C(C)C)cc1S(=O)(=O)N1CCN(C(=O)c2ccco2)CC1 in the list: 3 | 104 | 1.0 | 1 | 0.0 | 4 | -3 | -0.6 | -3 | -2

(listing goes on)
SMILES,ABHD5-PLIN5 inh,ABCB6 inh MLPCN,hiPSC survival,N-glyco inh,aDG glyco up,MC4R antag cAMP,H9c2 protect,MC4R barr agon,Granule exo inh,HTR2A ag
COc1cc(CN2CCC(N3CCC(C(=O)N4CCCC4)CC3)CC2)cc2c1OCO2,0,102,-0.4,-4,-0.1,25,6,0.7,6,6
O=C(O)c1cnn2c(C(F)F)cc(C3CC3)nc12,2,78,1.8,3,0.2,5,0,-0.9,3,2
CCOC(=O)c1cccc(-c2c(-c3ccccc3)ncc3cc(OC)c(OC)cc23)c1,-1,93,-1.3,-5,0.4,-3,7,-0.8,14,9
COCCCNC(=O)CC(NS(=O)(=O)c1ccc(Cl)cc1)c1ccco1 (stereo not drawn),-6,97,9.7,0,0.0,5,-6,-0.6,-2,3
COc1ccc(N2C(=O)CC(Sc3nc4c(cc3C#N)CCC4)C2=O)cc1 (stereo not drawn),5,96,1.7,-1,0.3,15,7,-1.3,-1,0
NC(=O)C1CCN(C(=O)c2cnn(-c3ccccc3)c2NC(=O)c2cccc(F)c2)CC1,-5,98,0.3,2,0.0,19,1,-1.8,0,8
C[C@@H]1C(=O)O[C@H]2C[C@@]34[C@H]5C[C@@H](C(C)(C)C)[C@]36[C@@H](OC(=O)[C@@H]6O)O[C@@]4(C(=O)O5)[C@]21O,6,101,0.4,5,0.0,-3,1,0.1,2,0
O=C1c2ccccc2C(=O)N1CCCc1nc2ccccc2c(=O)n1CCCn1ccnc1,10,91,-2.0,3,0.2,4,17,1.1,-4,1

(list continues)
SMILES,ABHD5-PLIN5 inh,ABCB6 inh MLPCN,hiPSC survival,N-glyco inh,aDG glyco up,MC4R antag cAMP,H9c2 protect,MC4R barr agon,Granule exo inh,HTR2A ag
COC(=O)c1cc2nc(-c3ccccc3)cc(C(F)(F)F)n2n1,-7,99,2.3,3,-0.1,1,2,0.1,2,-5
COc1ccc(CN2C(=O)c3ccccc3C2C(=O)NC2CCCC(C)C2C)c(OC)c1 (stereo not drawn),3,102,-0.5,-1,-0.1,2,8,-3.0,0,-8
O=C(Nc1ccc(F)cc1)C1C2CCC3C(CCC21)C3(Cl)Cl (stereo not drawn),-1,93,-0.6,-5,0.0,2,-7,1.8,8,-5
CCOc1ccc(C(=O)N2CCCC2)cc1,0,94,0.8,0,0.0,-7,-1,-0.9,-1,3
O=C(c1ccccc1)c1nnc(-c2ccccc2F)o1,-2,95,-5.8,0,0.0,3,-8,0.7,-2,0
CC(C)OCCCNC(=O)CCCC(=O)Nc1ccc(OCCc2ccccc2)cc1,1,100,-0.6,0,0.0,23,-6,0.9,-7,-6
O=C(CN1C(=O)/C(=C/c2cccc(Br)c2)SC1=S)NCCCN1CCOCC1,-20,106,-0.2,-1,0.1,-9,-1,-1.5,14,-10
O=C(CCCCCn1c(=S)[nH]c2ccc(N3CCOCC3)cc2c1=O)NCc1ccccc1Cl,-12,93,0.3,-3,-0.5,7,-5,4.9,0,-3

By substructure: those above with a thiophene ring, fused or not (2)
SMILES,ABHD5-PLIN5 inh,ABCB6 inh MLPCN,hiPSC survival,N-glyco inh,aDG glyco up,MC4R antag cAMP,H9c2 protect,MC4R barr agon,Granule exo inh,HTR2A ag
CCc1c(C)nc2ncnn2c1N1CCCC(C(=O)NCc2cccs2)C1 (stereo not drawn),3,89,-0.1,-1,0.0,-11,2,-3.5,-4,0
Cc1cc(C(=O)Nc2ccccn2)cs1,-8,92,-3.4,-12,-0.3,28,-9,0.9,-2,5

Remaining list, next part.
SMILES,ABHD5-PLIN5 inh,ABCB6 inh MLPCN,hiPSC survival,N-glyco inh,aDG glyco up,MC4R antag cAMP,H9c2 protect,MC4R barr agon,Granule exo inh,HTR2A ag
COc1ccc(C(=O)N/C(=C\c2cn(C)c3ccccc23)C(=O)N2CCOCC2)cc1,4,102,-0.2,2,-0.1,18,1,-0.8,-2,0
CCc1c(C)sc(NC(=O)Cc2ccccc2OC)c1C(=O)N1CCOCC1,-6,103,0.5,0,0.1,-1,2,0.5,2,0
CN(CC(=O)NC1CCCCC1)S(=O)(=O)c1cccc2nsnc12,-1,99,2.7,-1,-0.3,-1,-3,-1.1,0,-8
CC1CCCN(c2ccc3nc4ccccc4c(=O)n3n2)C1 (stereo not drawn),1,101,-1.3,-19,-0.2,-16,-22,1.5,-4,1
